# MEKK3 PB1 HTS = modulators of MEKK3-MEK5 PB1 binding, primary screen, biochemical, wildtype MEKK3, multiplex bead flow cytometry, Alexa488-MEK5; 290,000 compounds, 1.4% hits; bead-based flow cytometry, Alexa488-MEK5 binding to MEKK3; actives lie on both sides; 0 = blocked by unlabeled MEK5, 100 = vehicle; binding response (% of control), % at 10 µM; AID 1529, 2009; Mitogen-activated protein kinase kinase kinase 3 (Homo sapiens), Q99759;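 active means binding response more than 3 SD above or below the average of its plate-row segment, actives on both sides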;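 further: Alexa488 bead fluorescence after subtracting the streptavidin-only scavenger bead signal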
# PHOSPHO1 inh = PubChem AID 1565; Phosphoethanolamine/phosphocholine phosphatase (Homo sapiens), Q8TCT1; recombinant PHOSPHO1, absorbance phosphatase assay; inhibition, % at 13.3 µM; 290,000 compounds, 1.1% hits; in the data active means inhibition above about 60%
# Target sequence (Q8TCT1 whole entry, looked up): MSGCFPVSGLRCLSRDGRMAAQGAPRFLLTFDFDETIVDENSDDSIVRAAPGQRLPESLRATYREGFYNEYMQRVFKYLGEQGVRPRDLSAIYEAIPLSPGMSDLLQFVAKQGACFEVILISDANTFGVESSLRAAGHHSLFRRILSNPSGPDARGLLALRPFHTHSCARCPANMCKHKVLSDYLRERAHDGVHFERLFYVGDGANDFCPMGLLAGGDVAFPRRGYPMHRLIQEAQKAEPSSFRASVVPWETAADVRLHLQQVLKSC
# IDE cell activ = human IDE activators in live cells, primary screen, fluorescence polarization, HEK cells, FAbeta-B substrate; activation, % at 5.96 µM; FAbeta-B cleavage; 0% vehicle, 100% cell-free pure enzyme wells; Insulin-degrading enzyme (Homo sapiens), P14735; 340,000 compounds, 0.073% hits;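 active means activation above the mean of all tested compounds plus 3 SD, set per screening campaign, cut at about 17% in these data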
# IDE cell inh = human IDE inhibitors in live cells, primary screen, fluorescence polarization, HEK cells, FAbetaB substrate; 320,000 compounds, 0.41% hits; AID 434962, 2010; Insulin-degrading enzyme (Homo sapiens), P14735; inhibition, % at 5.59 µM; FAbetaB cleavage;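 active means percent inhibition above the average of all tested compounds plus 3 SD, set per screening campaign, cut at about 16% in these data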;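 further: IDE supplied by intact live HEK cells; FP after avidin binding of uncleaved biotin substrate so inhibition keeps polarization high; 0% = DMSO wells and 100% = 60 µM reference IDE inhibitor Ii1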
# CRFBP-R2 agonist = agonists of CRF-BP/CRF-R2 complex, primary screen, cell-based, HEK293, calcium dye fluorescence, uHTS. CRF-binding protein / CRF receptor 2 complex (human). calcium dye fluorescence (FLIPR); percent of saturating CRF peptide response. activation, % at 13.2 µM. 350,000 compounds, 0.46% hits. AID 588473, 2011;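 active means activation of at least 50%, plus an integration ratio under a set limit after plate pattern correction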;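 further: plate controls were neutral control wells without compound for no effect and CRF at EC100 for full effect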
# CRFBP-R2 block = antagonists of CRF-BP/CRF-R2 complex, primary screen, cell-based, HEK293, calcium dye fluorescence, uHTS; CRF-induced calcium fluorescence; inhibition, % at 11.8 µM; 350,000 compounds, 0.59% hits; AID 588475, 2011;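 active means inhibition of the ligand-induced calcium signal above about 50% at the single tested concentration, limit read from the data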
# pCIP destab = p/CIP-EGFP fusion destabilizers, primary screen, fluorescence, F442A cells. Q05BA5. decrease of EGFP signal, % at 10 µM. 290,000 compounds, 0.01% hits. 16 h;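 active means EGFP signal decrease of at least 30% at 10 µM or well 3 SD below plate mean, unless failing retest; inactive means the rest, including hits failing retest or dose response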; further: some compounds called inactive have numbers as strong as hits; many of its hits are not listed in these tables
# GalR3 antag = GalR3 antagonists in HEK293 cells, primary screen, cell-based, fluorescence readout; HEK293 GalR3-CNG cAMP membrane potential fluorescence; galR3 body fused to GalR1 C-terminus; 360,000 compounds, 0.44% hits; inhibition, % at 3 µM; Galanin receptor type 3 (Homo sapiens), O60755; AID 651719, 2012;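 active means inhibition above the screen-wide average plus 3 SD, cut at about 13% in these data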;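 further: forskolin and galanin both at EC90 stimulate the cells; cAMP rise reported by CNG channel membrane potential dye signal; 0% = forskolin plus galanin with DMSO and 100% = forskolin alone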
# Target sequence (O60755 1-299 limits assumed): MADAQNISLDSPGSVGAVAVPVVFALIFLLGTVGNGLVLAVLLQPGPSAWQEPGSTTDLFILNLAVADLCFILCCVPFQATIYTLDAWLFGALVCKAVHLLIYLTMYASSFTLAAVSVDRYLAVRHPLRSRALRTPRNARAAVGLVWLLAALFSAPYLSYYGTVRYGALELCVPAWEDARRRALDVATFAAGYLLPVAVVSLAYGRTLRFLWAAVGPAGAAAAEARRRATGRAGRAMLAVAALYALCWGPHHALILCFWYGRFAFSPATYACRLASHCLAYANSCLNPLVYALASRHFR
# CHRM4 PAM = human M4 muscarinic receptor positive allosteric modulators, primary screen, CHO-K1 cells, Fluo-8 calcium fluorescence; 360,000 compounds, 0.4% hits; activation, % at 3 µM; CHO-K1 hM4/Gqi5, ACh EC20; 0% = ACh EC20, 100% = maximal ACh; Muscarinic acetylcholine receptor M4 (Homo sapiens), P08173;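 active means activation above its plate's cutoff, the mean activation of sample wells plus 3 SD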; further: some results filed as inactive read as strong as hits
# Target sequence (P08173 whole entry, looked up): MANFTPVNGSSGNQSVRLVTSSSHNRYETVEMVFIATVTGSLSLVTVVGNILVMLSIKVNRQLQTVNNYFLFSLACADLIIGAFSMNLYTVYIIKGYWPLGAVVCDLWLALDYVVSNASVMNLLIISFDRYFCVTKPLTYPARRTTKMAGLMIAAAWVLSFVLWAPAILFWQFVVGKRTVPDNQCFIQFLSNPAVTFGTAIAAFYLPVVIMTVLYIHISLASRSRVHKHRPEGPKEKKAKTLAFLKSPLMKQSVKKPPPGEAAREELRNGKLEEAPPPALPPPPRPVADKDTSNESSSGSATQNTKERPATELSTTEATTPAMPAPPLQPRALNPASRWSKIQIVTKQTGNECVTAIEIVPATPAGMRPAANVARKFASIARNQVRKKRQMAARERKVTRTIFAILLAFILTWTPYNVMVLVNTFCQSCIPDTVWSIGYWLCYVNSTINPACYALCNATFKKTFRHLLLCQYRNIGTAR
# * hit, by the source's call; nt = no result given.
Compound,MEKK3 PB1 HTS,PHOSPHO1 inh,IDE cell activ,IDE cell inh,CRFBP-R2 agonist,CRFBP-R2 block,pCIP destab,GalR3 antag,CHRM4 PAM
COc1cccc(C(=O)NC2CC3CCCC(C2)N3CC(=O)Nc2ccccc2C(F)(F)F)c1 (stereo unspecified),99,45,5,6,2.3,9,-11,-11,0
O=C(Nc1ccc(N2CCOCC2)cc1)c1cnccn1,92,4,2,2,0.8,0,-6,-8,2
CC1CCCCC1NCC#CCOc1ccc(Cl)cc1 (stereo unspecified),104,-13,0,-1,-0.6,-22,-5,-5,-19
CCCCCCOc1ccc(-c2ccc(C#N)cn2)cc1,96,-24,-1,-6,7.1,-51,-6,-4,8
CC12CCCC[C@@H]1CCC1C2CCC2(C)C1CC[C@@]2(O)CNCCO (stereo partly specified),106,46,2,1,4.9,-34,4,7,-1
COc1cc(C(c2c(O)cc(C)[nH]c2=O)c2c(O)cc(C)[nH]c2=O)ccc1O,103,23,5,nt,0.0,0,-5,-3,1
CCOC(=O)c1sc2nc(C)nc(SCC(=O)NC3CCS(=O)(=O)C3)c2c1C (stereo unspecified),88,24,-8,7,1.5,8,-13,-5,16
COc1ccc(Br)cc1S(=O)(=O)n1c([N+](=O)[O-])cnc1C,99,40,1,-5,0.8,15,-8,-9,5
CCNC(=S)NCCN1CCCCC1,99,-7,0,3,0.4,-7,0,-2,6
COc1ccc(S(=O)(=O)Cc2ccc(C(=O)N3CCN(c4ccccn4)CC3)o2)cc1,114,-9,1,0,0.5,-1,1,nt,-8
COc1cc(CNn2cn[nH]c2=S)cc(Cl)c1OCc1ccccc1,101,-4,-2,3,-1.8,-20,-12,-7,0
CC(C)CC(=O)Nc1c2c(nn1-c1cccc(Cl)c1)CS(=O)C2 (stereo unspecified),100,20,0,3,-0.9,-3,-22,-2,-1
CCCCC(=O)NC(=S)NNC(=O)CC,100,0,0,9,-0.6,4,-4,-5,-2
COc1ccc2nc(C)c3c(c2c1)OC(C)C3 (stereo unspecified),103,12,-5,3,5.1,30,9,-3,12
COc1ccccc1C(=O)COC(=O)Cc1n[nH]c(=O)c2ccccc12,nt,nt,2,-5,-3.1,3,nt,0,6
O=C(N/N=C/c1cc([N+](=O)[O-])ccc1O)C(O)(c1ccccc1)c1ccccc1,107,-36,6,0,-2.2,-16,5,-11,0
Cn1c(SCC(=O)Nc2nccs2)nnc1-c1ccccn1,104,21,-1,3,-0.9,-3,-2,-2,-3
Cn1c(=O)n(C)c2cc(S(=O)(=O)Nc3cc(Cl)ccc3O)ccc21,90,39,10,1,0.9,103*,-1,-5,-5
CCC(C)(O)c1[nH]c2ccc(C#N)cc2c1C (stereo unspecified),100,-2,2,1,1.3,6,-9,-2,-1
Cc1c(OCc2ccccc2)c(=O)ccn1Cc1ccc(Cl)cc1,107,-2,4,5,3.3,-14,2,-1,4
CCCOc1ccc(N2CC(C(=O)Nc3ccccc3F)CC2=O)cc1 (stereo unspecified),101,-7,3,-1,-2.2,-2,7,-7,14
Cc1ccc(C(=O)c2c(NC(=O)c3ccccc3)sc(C)c2C)cc1,95,24,0,-6,-0.7,-16,3,-6,2
Cc1csc(SCC(=O)c2cc(C)n(Cc3cccs3)c2C)n1,101,91*,2,-1,0.1,43,-4,-5,-10
Cc1coc2c(C)c3oc(=O)c(CCC(=O)NCCCn4ccnc4)c(C)c3cc12,96,13,-5,7,0.5,3,-6,-6,-1
CC(C(=O)NCc1ccccn1)N1C(=O)c2ccccc2C1=O (stereo unspecified),111,18,1,-6,-2.9,0,-5,-4,-1

# 3 structures already listed, ordered by count of non-hydrogen atoms, highest first.
Compound,MEKK3 PB1 HTS,PHOSPHO1 inh,IDE cell activ,IDE cell inh,CRFBP-R2 agonist,CRFBP-R2 block,pCIP destab,GalR3 antag,CHRM4 PAM
COc1cc(CNn2cn[nH]c2=S)cc(Cl)c1OCc1ccccc1,101,-4,-2,3,-1.8,-20,-12,-7,0
Cc1c(OCc2ccccc2)c(=O)ccn1Cc1ccc(Cl)cc1,107,-2,4,5,3.3,-14,2,-1,4
CC(C(=O)NCc1ccccn1)N1C(=O)c2ccccc2C1=O (stereo unspecified),111,18,1,-6,-2.9,0,-5,-4,-1

# The list goes on.
Compound,MEKK3 PB1 HTS,PHOSPHO1 inh,IDE cell activ,IDE cell inh,CRFBP-R2 agonist,CRFBP-R2 block,pCIP destab,GalR3 antag,CHRM4 PAM
CCCCOc1ccc(C(=O)NCCCC(=O)N2CCCCC2)cc1,102,-33,2,-1,-2.9,0,0,-1,10
CCc1n[nH]c2c1/C(=N\O)CC(C)(C)C2,80,-15,4,-1,-2.5,9,-5,4,5
CC1(C)CC(NC(=O)c2c(N)no[n+]2[O-])CC(C)(C)N1,101,2,5,2,4.4,-4,5,-1,2
Cc1cccc(C(=O)Oc2ccc(/C=N/NC(=O)c3ccc(O)cc3)cc2)c1,105,33,-4,nt,2.9,105*,-10,-2,-8
C=CCN(C(=O)c1ccccc1)C1CCS(=O)(=O)C1 (stereo unspecified),99,-10,8,-3,-1.1,7,-5,-5,-3
O=C(O)c1sccc1S(=O)(=O)N1CCOCC1,nt,nt,2,-1,0.5,-7,nt,-6,0
O=C(Cn1cc(S(=O)(=O)Cc2cccc([N+](=O)[O-])c2)c2ccccc21)N1CCOCC1,99,0,1,2,-0.3,10,12,-2,-2
Cc1cccc2c(N=O)c(O)n(CCc3ccccc3)c12,103,12,3,4,-0.5,-2,4,-4,-1
COc1ccc(N(CC(=O)NCCc2ccccc2)C(=O)c2csnn2)cc1,100,27,3,1,-0.6,5,-9,-6,-3
Cc1ccc(C)c(C(=O)N(C)CC(=O)Nc2ccccc2C(F)(F)F)c1,100,2,3,-4,-3.1,-13,-6,-6,0
CN1CCN(C(=O)c2ccccc2NC(=O)c2ccccc2Br)CC1,102,26,3,-1,0.3,-2,-9,-3,0
COC(=O)C1CCN(C(=O)c2c(-c3ccccc3Cl)noc2C)CC1,98,-3,4,-4,0.4,1,-3,0,1
Cc1cc(C(F)(F)F)c2c(C)nn(CCc3nn[nH]n3)c2n1,103,24,-3,3,1.7,11,7,-2,-5
Cc1ccc(C(=O)Nc2nnc(-c3cccs3)s2)cc1C,nt,60*,0,1,3.9,-10,-3,6,1
Cc1c(NC(=O)c2noc3c2CCc2ccccc2-3)c(=O)n(-c2ccccc2)n1C,112,nt,2,-1,0.0,11,nt,-1,3
COc1ccccc1C1C(C(N)=O)=C(C)Nc2nc(CCCO)nn21 (stereo unspecified),102,20,-3,1,2.5,22,-2,-5,12
COc1ccc(-c2cc(C(F)(F)F)nc(-n3cc(Br)cn3)n2)cc1,96,1,6,4,-3.2,-19,-5,0,1
Cc1cccc(NC(=O)CSc2nc3ccccc3c3nc(CCc4c(C)n[nH]c4C)nn23)c1,98,23,-3,-1,-0.2,-27,-2,-3,-17
CCn1c(=O)cc(SCC(=O)NCc2cccnc2)c2ccccc21,98,-36,2,2,-0.1,-1,-4,-5,-7
CC(=O)c1c[nH]c(C(=O)NCc2ccccc2Cl)c1,102,nt,6,-1,-0.8,-13,5,-5,1
O=C(CN1C(=O)NC2(CCCC2)C1=O)OCc1ccccc1F,nt,nt,0,0,0.0,-7,nt,-2,3
CC(O)Cn1c(N2CCCC2)nc2c1c(=O)n(C)c(=O)n2C (stereo unspecified),102,9,5,-7,-0.4,-6,-14,7,-2
Cc1ccc(-n2ccnc(SCC(=O)NC3CCCCC3)c2=O)cc1F,nt,nt,-2,9,-1.1,-11,nt,4,4
O=C1NC2(CCCCC2)N=C1c1ccccc1,103,6,-4,4,-0.4,-9,-9,0,1
C/C(=C\COc1cc(=O)[nH]c2ccccc12)CCC(O)C(C)(C)O (stereo unspecified),105,32,2,6,0.2,-16,-6,-5,6

# Next structures
# Fields – MEKK3 PB1 HTS | PHOSPHO1 inh | IDE cell activ | IDE cell inh | CRFBP-R2 agonist | CRFBP-R2 block | pCIP destab | GalR3 antag | CHRM4 PAM
COc1cc(/C=C(\NC(C)=O)C(=O)Nc2ccc(NC(C)=O)cc2)ccc1OC(C)=O
  101 | 10 | -2 | 9 | 8.1 | -30 | 2 | -11 | 1
CCOC(=O)c1sc(N2C(=O)C(O)=C(C(=O)c3ccco3)C2c2ccc(C)o2)nc1C (stereo unspecified)
  97 | 6 | 2 | 4 | 2.2 | 23 | -10 | -12 | 6
CCOc1ccccc1-n1nnnc1SCC(=O)N1CCCC1=O
  nt | nt | 0 | 3 | 2.9 | 0 | nt | -3 | 13
O=C(COC(=O)CCC(=O)c1ccc(F)cc1)Nc1nnc(-c2ccccc2)o1
  nt | nt | 6 | 2 | -0.2 | -15 | nt | -3 | 18
COc1ccc(/C=N/Nc2nc3ccccc3o2)cc1O
  94 | 22 | 2 | 0 | -2.3 | 11 | 5 | -2 | 15
COc1ccc(C2NC(=O)N(C)C3=C2C(=O)CC(C)(C)C3)cc1OC (stereo unspecified)
  104 | -8 | -5 | -1 | -0.6 | -18 | -8 | -3 | 12
COc1ccc(NC(=O)c2cnc3ccccn3c2=O)c(OC)c1
  nt | nt | -2 | nt | 0.1 | -3 | nt | 2 | -1
CCCNC(=O)C1CN(C(=O)c2nn(Cc3ccccc3)c(=O)c3ccccc23)c2ccccc2O1 (stereo unspecified)
  nt | nt | 4 | 0 | -1.0 | 12 | nt | -6 | 12
COCCN(C(=O)C(C)N1C(=O)c2ccccc2C1=O)c1c(N)n(CC(C)C)c(=O)[nH]c1=O (stereo unspecified)
  nt | nt | -3 | nt | 0.1 | 3 | nt | -1 | 3
COc1ccc(NC(=O)COC(=O)c2c(-c3ccccc3)noc2C)cc1
  102 | 34 | 5 | 0 | -0.6 | 8 | -9 | -8 | 17

# Taken from above:
# Reading for O=C(COC(=O)CCC(=O)c1ccc(F)cc1)Nc1nnc(-c2ccccc2)o1 in IDE cell inh: 2
# Reading for COc1ccc(/C=N/Nc2nc3ccccc3o2)cc1O in PHOSPHO1 inh: 22
# Reading for CCOC(=O)c1sc2nc(C)nc(SCC(=O)NC3CCS(=O)(=O)C3)c2c1C (stereo unspecified) in CHRM4 PAM: 16
# Reading for Cc1ccc(C)c(C(=O)N(C)CC(=O)Nc2ccccc2C(F)(F)F)c1 in MEKK3 PB1 HTS: 100
# Reading for Cc1cccc(C(=O)Oc2ccc(/C=N/NC(=O)c3ccc(O)cc3)cc2)c1 in PHOSPHO1 inh: 33
# Reading for CN1CCN(C(=O)c2ccccc2NC(=O)c2ccccc2Br)CC1 in MEKK3 PB1 HTS: 102
